TRb-SRC2 inh – TRbeta-SRC2 interaction inhibition | Potency, µM (series often up to 106 µM), inactives show at the top dose activity change, negative = inhibition, hits mostly inhibitors | 280,000 compounds, 0.065% hits | AID 1469 | TRbeta-SRC2 peptide binding, fluorescence polarization; receptor liganded with 1 µM T3;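 further: plate controls were bound peptide for no effect and peptide without receptor for full effect; nearly all actives have a fitted effect of over 50% in size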
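Fluorescence polarization of 20 nM Texas Red SRC2 peptide with 0.6 uM human TRb ligand-binding domain, in Tris buffer with 1uM T3 and 5% DMSO. Incubated 5 hr ambient; normalized to unbound and bound controls.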
Tau ThT inhib – inhibitors of human tau fibril formation, thioflavin T binding; 270,000 compounds, 2.1% hits; Potency, µM (top dose mostly 57.4 µM), without a hit: at the top dose activity, negative = inhibition, hits mostly inhibitors; AID 1460; recombinant tau K18 P301L, heparin-induced fibrillization, ThT fluorescence; P10636; further: nearly all actives have a fitted effect of over 55% in size
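Using a mix of unlabeled (15 uM) and Alexa 594-labeled (0.24 uM) tau K18 P301L, heparin-triggered fibrillization over 6 hr at 37 C was scored by ThT fluorescence.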
RECQ1 helicase – RECQ1 (human) helicase inhibition. P46063. RECQ1 DNA unwinding, red fluorescence kinetic read. Potency, µM (series often up to 57.3 µM), for inactives: at the highest dose activity, negative = inhibition, most hits filed as inhibitors. 240,000 compounds, 0.54% hits. AID 2549;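 further: plate controls were vehicle for no effect and no enzyme for full effect; nearly all actives have a fitted effect of over 30% in size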
Target sequence (P46063 whole entry, looked up): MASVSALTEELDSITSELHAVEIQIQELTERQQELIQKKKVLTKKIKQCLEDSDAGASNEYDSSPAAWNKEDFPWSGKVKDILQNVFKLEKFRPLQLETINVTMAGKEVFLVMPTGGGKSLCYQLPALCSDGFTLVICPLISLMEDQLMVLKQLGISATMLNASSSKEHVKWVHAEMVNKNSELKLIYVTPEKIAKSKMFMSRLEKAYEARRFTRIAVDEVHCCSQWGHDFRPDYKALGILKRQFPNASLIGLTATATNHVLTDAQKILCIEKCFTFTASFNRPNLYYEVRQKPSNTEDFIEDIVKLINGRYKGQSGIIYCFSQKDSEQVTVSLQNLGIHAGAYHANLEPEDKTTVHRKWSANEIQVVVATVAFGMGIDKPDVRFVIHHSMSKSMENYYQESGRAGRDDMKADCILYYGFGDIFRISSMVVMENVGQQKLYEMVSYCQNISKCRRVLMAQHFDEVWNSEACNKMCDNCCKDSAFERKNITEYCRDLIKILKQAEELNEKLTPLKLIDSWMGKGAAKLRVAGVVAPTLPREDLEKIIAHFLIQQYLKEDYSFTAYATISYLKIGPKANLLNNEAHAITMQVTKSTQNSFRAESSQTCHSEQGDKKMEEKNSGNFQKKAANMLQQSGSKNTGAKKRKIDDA
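50 nM RECQ1T1 preincubated 15 min with compound in Tris pH 8.0 buffer with MgCl2, DTT, Tween-20 and 2.5 ug/ml poly(dI-dC); started with 200 nM TAMRA/BHQ-2 forked duplex and 2 mM ATP. Unwinding read as fluorescence (525/598 nm), two reads 2 h apart.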
Tau FP inhib – blocks human tau fibril formation measured by polarization | P10636 | K18 P301L tau heparin fibrillization, Alexa594 FP, 6 h | Potency, µM (highest dose often 57.7 µM), for inactives: top-dose activity, negative = inhibition, usual class: inhibitors | 280,000 compounds, 0.39% hits | AID 1468; further: nearly all actives have a fitted effect of over 55% in size
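FP of Alexa 594-tau after heparin (20 uM) induction. Substrate: human K18 P301L, 15 uM unlabeled, 0.24 uM labeled. Buffer 100 mM sodium acetate pH 7. 6 hr, 37 C.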
JMJD2E inh – inhibitors of human JMJD2E histone demethylase | B2RXH2 | JMJD2E catalytic domain, FDH-coupled NADH fluorescence (FDH is formaldehyde dehydrogenase) | Potency, µM (top dose mostly 57.1 µM), inactives show at the top dose activity change, negative = inhibition, most hits filed as inhibitors | 230,000 compounds, 1.6% hits; active means well fitted inhibition curve with a large enough effect, not every such curve was filed as active; inconclusive means small, poorly fitted or top-dose-only effect, or another doubt; inactive means no such curve, though single readings can be large or run the other way;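 further: 0% = wells with enzyme and -100% = buffer wells without enzyme; nearly all actives have a fitted effect of over 50% in size; many of its hits are not listed in these tables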
TexasRed fluor – alters Texas Red total fluorescence, flagging assay interference; Potency, µM (titrated, usually from 106 µM), inactives show top-dose fluorescence change, negative = quenching; TRb/SRC2 Texas Red total fluorescence interference; 280,000 compounds, 0.29% hits; AID 1479; active means well fitted curve in either direction with a large enough effect; inconclusive means small, poorly fitted or top-dose-only effect
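Flags fluorescent or light-absorbing compounds by total fluorescence, S + 2P, at 555 nm excitation and 632 nm emission. Mixture: 20 nM Texas Red SRC2 peptide, 0.6 uM human TRb LBD, 1 uM T3, 5% DMSO; compound exposure 5 h at ambient temperature.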
GoLoco inh red – RGS12 GoLoco-Gai1 interaction inhibition; 230,000 compounds, 0.44% hits; Gai1:RGS12 GoLoco peptide FP, rhodamine, 10 min; P63096; AID 880; Potency, µM (top dose mostly 61.6 µM), without a hit: at the top dose activity, negative = inhibition, usual class: inhibitors; active means well fitted inhibition curve with a large enough effect, not every such curve was filed as active; inactive means no such curve, though single readings can be large or run the other way; further: nearly all actives have a fitted effect of over 30% in size; many of its hits are not listed in these tables
Target sequence (P63096 whole entry, looked up): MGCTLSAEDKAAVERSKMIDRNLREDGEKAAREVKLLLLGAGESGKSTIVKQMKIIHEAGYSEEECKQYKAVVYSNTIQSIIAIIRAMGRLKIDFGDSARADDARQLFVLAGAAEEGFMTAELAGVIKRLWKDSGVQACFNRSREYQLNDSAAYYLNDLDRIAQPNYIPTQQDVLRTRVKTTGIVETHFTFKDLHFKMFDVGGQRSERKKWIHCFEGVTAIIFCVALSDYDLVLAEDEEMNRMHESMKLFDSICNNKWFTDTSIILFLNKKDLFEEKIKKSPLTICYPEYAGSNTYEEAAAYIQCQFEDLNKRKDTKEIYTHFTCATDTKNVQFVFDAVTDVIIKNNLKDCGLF
L3MBTL1 inh – blocks human L3MBTL1; Q9Y468; AlphaScreen L3MBTL1–H3K9me1 peptide binding; Potency, µM (doses to about 57.1 µM), inactives show top-dose activity, negative = inhibition, usual class: inhibitors; 230,000 compounds, 0.66% hits; AID 485360; further: nearly all actives have a fitted effect of over 60% in size
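First, the protein-peptide complex forms for 30 min at room temperature (L3MBTL1 50 nM, biotinylated H3K9me1 peptide 75 nM). Next, compounds are pin-transferred and incubated 30 min. Finally, AlphaScreen beads are added and read after 30 min.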
* = called active by the depositor; i = inactive; ? = inconclusive; nt = not tested or not shown; & = joins results of further samples; [ ] = remark or other dose. Unless noted, the call rests on the fitted dose curve; in most records, active means well fitted curve in the direction sought with a large enough effect; inconclusive means small, poorly fitted or top-dose-only effect, or another doubt; inactive means no such curve, though single readings can be large; an effect the other way counts as inactive or inconclusive. Unless noted, on the % scale 0 is the no-effect control and ±100 the full control effect; potency means the concentration at half of the fitted maximal effect. These rows are one share of the data. The share of hits here may be higher or lower than overall.

Values run as follows: TRb-SRC2 inh, Tau ThT inhib, RECQ1 helicase, Tau FP inhib, JMJD2E inh, TexasRed fluor, GoLoco inh red, L3MBTL1 inh
CC(=O)Nc1c2sscc-2n(C)c1=O
  6.7%, 15.8µM*, i, ?, nt, -15.0%, -11.3%, nt
O=C1C2CCN(CC2)C1Cc1ccc(OCc2ccccc2)cc1 (configuration not stated)
  -4.9%, -10.0%, i, -0.9%, -3.3%, -3.1%, 13.8%, 2.5%
Cc1ccc(OCC(=O)NCCN2CCN(C(=O)COc3ccc(C)cc3)CC2)cc1
  -3.8%, -5.2%, -1.7%, 5.9%, -4.9%, -2.9%, -0.5%, 6.5%
CCCCn1c(O)c(/C=C/C=Nc2ccccc2)c(=O)[nH]c1=O
  -6.7%, -2.8%, -11.7%, 3.0%, -12.7%, -1.1%, 2.4%, -1.0%
Fc1ccc(CNCCc2ccccc2)cc1
  0.3%, 10.5%, -0.4%, 8.6%, 31.6µM*, -0.9%, -7.3%, 11.7%
CCCCC/C=C\C/C=C\C/C=C\C/C=C\CCCC(=O)NCc1ccoc1
  -5.1%, 22.4µM*, 11.2µM*, ?, nt, 0.9%, 30.4%[activator], nt
CC(=O)O[C@]1(c2ccccc2)CCN(C)[C@H]2CCCC[C@@H]21
  -17.5%, -1.8%, -13.0%, 6.5%, 0.7%, 1.9%, -10.7%, 4.0%
O=c1[nH]c(=S)n(CCC2=CCCCC2)c(O)c1C=NC1CCN(Cc2ccccc2)CC1
  -11.5%, -8.3%, i, -6.5%, -3.9%, 2.4%, 77.0%[activator], 7.2%
Cc1ccccc1-n1c(/C=C/c2ccccn2)nc2ccccc2c1=O
  -7.7%, -10.3%, i, 2.7%, 3.2%, -1.0%, 6.8%, nt
COCCOC(=O)c1c(C)n(C)c2ccc(OC(=O)N3CCOCC3)cc12
  -5.1%, 0.7%, -7.6%, -12.8%, ?, -7.2%, 0.1%, 30.1%[activator]
CCCCSC1=NN1c1nc(N)nc(C)c1CC
  -4.1%, -8.2%, -10.5%, 3.8%, 7.3%, -0.7%, -10.9%, nt
COc1ccc(C(CNC(=O)Cc2ccc(Cl)c(Cl)c2)N(C)C)cc1 (configuration not stated)
  -3.3%, -6.4%, i, -1.5%, -6.4%, -0.3%, -4.8%, nt
CN1CCN(CC(=O)Nc2ccc([N+](=O)[O-])cc2C(=O)c2ccccc2)CC1
  7.0%, -9.6%, i, 1.0%, -7.2%, -1.3%, -5.3%, -6.3%
CCc1ccccc1N1C(=O)N(Cc2ccccc2C)c2ccccc2S1(=O)=O
  -0.5%, -1.0%, nt, ?, nt, -3.8%, nt, nt
CCCCn1c(O)c(C(C)=NCCN2CCOCC2)c(=O)[nH]c1=O
  1.3%, -6.6%, i, 10.7%, -0.7%, 1.4%, 8.2%, nt

More entries follow:
Values run as follows: TRb-SRC2 inh, Tau ThT inhib, RECQ1 helicase, Tau FP inhib, JMJD2E inh, TexasRed fluor, GoLoco inh red, L3MBTL1 inh
CN1CC[C@]2(c3cccc(O)c3)Cc3nc4ccccc4cc3C[C@H]2C1
  2.2%, ?, 7.1%, 3.3%, -2.9%, 1.8%, 4.3%, nt
Cc1cc(NC(=O)CCl)on1
  -1.0%, -8.5%, -2.9%, 10.7%, -4.2%, 0.2%, 3.6%, nt
O=C(c1cccc(Cl)c1)C1CCCN(Cc2ccon2)C1 (configuration not stated)
  5.2%[53 µM], 2.1%, 9.2%, 3.0%, -1.2%, -0.9%[53 µM], 7.0%, 0.5%
COc1cccc(C2(O)CCSCC2CN(C)C)c1 (configuration not stated)
  5.2%, 3.3%, i, 7.7%, 4.8%, -0.5%, -3.2%, 15.3%
c1ccc2c(CCNCc3ccc4c(c3)OCO4)c[nH]c2c1
  3.2%, 3.0%, 4.4%, 2.4%, -2.2%, -1.9%, 12.6%, -3.9%
CCN(CCNc1ccc([N+](=O)[O-])c2cccnc12)S(=O)(=O)c1ccccc1
  -1.5%, 3.4%, -8.4%, -1.0%, -0.1%, -5.1%, nt, -2.3%
CCOP(=O)(OCC)C1(O)C(=O)Nc2ccc(Br)cc21 (configuration not stated)
  -5.2%, -10.7%, -12.5%, 5.4%, 0.6%, -4.5%, 4.4%, 1.9%
COc1ccc(NC(=O)CCc2nc(C3=CCN(Cc4cccc(C)c4)CC3)no2)c(OC)c1
  -1.2%, -16.7%, nt, 2.8%, nt, -0.5%, nt, nt
CCOP(=O)(OCC)C(c1ccccc1)N(C)C=O (configuration not stated)
  3.2%, ?, -1.6%, -5.6%, -21.9%, 1.5%, nt, -3.5%
CC(C)OS(C)(=O)=O
  0.6%, nt, 0.5%, nt, nt, -2.0%, -25.4%, 8.7%
N#CCCn1cc(C(=O)Nc2ccc([N+](=O)[O-])cc2)c(-c2ccccc2)n1
  0.7%, -15.0%, -9.8%, -16.6%, -5.9%, -3.6%, -3.1%, nt
CC1CCSP(=O)(Oc2ccccc2)O1 (configuration not stated)
  -4.9%, -3.4%, i, -2.9%, 0.9%, -3.5%, 0.3%, 16.3%
CCOc1ccc(NC(=O)C2C(C(=O)O)C3(Cl)C(Cl)=C(Cl)C2(Cl)C3(Cl)Cl)cc1 (configuration not stated)
  2.3%, ?, 15.9%, 2.7%, -16.0%, -2.4%, 9.5%, -14.3%
C#CCN(C)[C@H](C)Cc1ccccc1
  -3.5%&1.4%&2.2%, 6.6%&-9.2%&-7.2%, -11.8%&-9.2%, 4.1%&0.2%&1.3%, 6.1%&2.3%, -0.3%&-0.4%&-0.8%, 1.0%&2.4%&4.8%, nt
N#Cc1cc(F)c(N2CCNCC2)cc1Cl
  -1.2%, -8.0%, i, 7.9%, 0.8%, -0.9%, 1.4%, nt

Part of the list above, reduced to JMJD2E inh, Tau ThT inhib and Tau FP inhib.
molecule	JMJD2E inh	Tau ThT inhib	Tau FP inhib
COc1ccc(NC(=O)CCc2nc(C3=CCN(Cc4cccc(C)c4)CC3)no2)c(OC)c1	nt	-16.7%	2.8%
COc1ccc(C(CNC(=O)Cc2ccc(Cl)c(Cl)c2)N(C)C)cc1 (configuration not stated)	-6.4%	-6.4%	-1.5%
CCCCn1c(O)c(/C=C/C=Nc2ccccc2)c(=O)[nH]c1=O	-12.7%	-2.8%	3.0%
O=C1C2CCN(CC2)C1Cc1ccc(OCc2ccccc2)cc1 (configuration not stated)	-3.3%	-10.0%	-0.9%
CCOP(=O)(OCC)C(c1ccccc1)N(C)C=O (configuration not stated)	-21.9%	?	-5.6%

Compound profiles (already shown). Values in the order: TRb-SRC2 inh	Tau ThT inhib	RECQ1 helicase	Tau FP inhib	JMJD2E inh	TexasRed fluor	GoLoco inh red	L3MBTL1 inh
`N#CCCn1cc(C(=O)Nc2ccc([N+](=O)[O-])cc2)c(-c2ccccc2)n1` in the list: 0.7%	-15.0%	-9.8%	-16.6%	-5.9%	-3.6%	-3.1%	nt
`CCOP(=O)(OCC)C1(O)C(=O)Nc2ccc(Br)cc21` (configuration not stated) in the list: -5.2%	-10.7%	-12.5%	5.4%	0.6%	-4.5%	4.4%	1.9%

(further entries)
Values run as follows: TRb-SRC2 inh, Tau ThT inhib, RECQ1 helicase, Tau FP inhib, JMJD2E inh, TexasRed fluor, GoLoco inh red, L3MBTL1 inh
O=C(COC(=O)Cc1ccccc1)Nc1cc(S(=O)(=O)N2CCOCC2)ccc1N1CCCC1
  0.7%, 4.8%, -14.5%, 4.9%, 6.7%, 1.2%, -7.1%, 27.8%
CSc1nnc(OC(=O)N(C)C)n1-c1ccc(Cl)cc1
  -3.3%, -5.5%, -6.0%, 5.4%, 4.8%, -1.5%, 5.4%, 8.3%
c1ccc2c(c1)[I+]c1ccccc1-2
  2.1%&1.1%&7.1%, -6.3%&-17.3%&-8.7%, 35.4%[activator], -6.5%&-1.3%&-5.4%, 1.1%&5.4%, -3.5%&-2.1%&-1.4%, 14.7%&-2.0%&5.3%, nt
CC(C)NC[C@H](O)c1ccc(N)c(C#N)c1
  -11.6%, -4.8%, -3.9%, 7.6%, 1.0%, -2.3%, 5.9%, nt
O=c1c2ccccc2nc(CNCC2CCCO2)n1-c1ccc(F)cc1 (configuration not stated)
  -2.8%, -9.0%, i, 3.0%, 4.5%, 3.4%, 8.1%, 5.3%
O=C1NC(=O)N(c2ccccc2F)C(=O)/C1=C/c1ccc(Sc2nc3ccccc3[nH]2)o1
  nt, 12.6µM*, ?, -22.1%, ?, 44.7µM*[fluorescent], -179.9%, ?
COc1ccc(-c2cc(=NCCC(=O)O)c3cc(C)ccc3o2)cc1
  0.2%, ?, -0.6%, -4.8%, ?, -4.7%, 13.5%, nt
O=C(c1ccc2c(c1)N(Cc1ccc(F)cc1)C(=O)c1ccccc1S2)N1CCC2(CC1)OCCO2
  3.4%, -15.2%, nt, 7.4%, nt, -7.5%, nt, nt
OC1C2CN3CN(C2)CC1(c1ccccc1)C3 (configuration not stated)
  -0.4%, nt, 9.6%, -1.0%, 4.4%, 0.3%, 7.9%, nt
CC12CCCCC1N(O)CN2O (configuration not stated)
  2.2%, -14.3%, -4.3%, -4.3%, 5.6%, 4.0%, -1.9%, 2.8%
Cc1ccccc1-n1nc(C)c2c1NC(=O)CSC2c1ccccc1C(F)(F)F (configuration not stated)
  2.4%, -0.6%, nt, -9.3%, nt, -0.5%, nt, nt
CCOc1ccc(Cc2c(O)[nH]c(=O)[nH]c2=O)cc1
  -19.9%, 28.2µM*, i, 25.1µM*, -22.5%, 1.1%, 4.7%, -28.8%[11.4 µM]
CC(C)(O)[C@H]1O[C@H]2CC[C@@]3(C)[C@@](O)(CC[C@H]4Cc5c([nH]c6ccccc56)[C@@]43C)C2=CC1=O
  2.7%, -13.6%, i, ?, -7.7%, -0.1%, -25.9%, -22.0%
CN1C(=O)C(=Cc2ccc(N3CCCCC3)o2)C(=O)N(C)C1=S
  nt, -9.3%, 4.4%, ?, -3.4%, 15.1%, 254.8%[activator], -25.5%
O=C(c1ccc2c(c1)OCO2)N1CCC2(CC1)OCCO2
  5.0%, 0.8%, -1.5%, -1.4%, 1.8%, 1.2%, 3.8%, nt
O=C(C(=O)N1CCOCC1)c1cn(Cc2ccccc2)c2ccccc12
  -1.7%, -3.8%, i, 0.3%, -11.5%, -0.7%, -0.2%, nt

High-throughput results as filed in PubChem.
